Source: PubChem (NCI)
All columns: NCI-60 one-dose screen, growth in % after 48 h at 10 µM unless noted; 100 = growth as untreated, 0 = no growth, -100 = all killed.
RPMI-8226 – RPMI-8226 leukemia cells; 7.5% of 77,000 active
MOLT-4 – MOLT-4 leukemia cells; 6.9% of 80,000 active
K-562 – K-562 leukemia | 7.4% of 78,000 active
SR – SR leukemia cells | 8.7% of 73,000 active | AID 1794780
MDA-MB-231 – MDA-MB-231 breast cancer; 5% of 81,000 active; AID 1794789
MCF7 – MCF7 breast cancer; 6.3% of 82,000 active; AID 1794796
MDA-MB-468 – MDA-MB-468 breast cancer; 8.5% of 78,000 active
CCRF-CEM – CCRF-CEM leukemia; 7% of 77,000 active; AID 1794778
Numbers without * were called inactive; . = no result given; & = joins results of further samples. How the source made its calls: active means growth percent below 10; inactive means the rest.

| Compound | RPMI-8226 | MDA-MB-231 | CCRF-CEM | MOLT-4 | MDA-MB-468 | MCF7 | SR | K-562 |
| --- | --- | --- | --- | --- | --- | --- | --- | --- |
| C=C(C)[C@@H]1CC[C@]2(C(=O)NCCCN(CCCN)CCCN)CC[C@]3(C)[C@H](CC[C@@H]4[C@@]5(C)CCC(=O)C(C)(C)[C@@H]5CC[C@]43C)[C@@H]12 | 104.1 | 101.1 | 104.1 | 98.2 | 93.6 | 83.3 | 98.7 | 95.1 |
| CCCCN(CCCC)C(=N)c1c(OC)cccc1OC | 84.9 | 83.5 | 83.7 | 87.4 | 86.3 | 96.2 | 83.3 | 83.1 |
| O=C(Nc1ccnc2ccccc12)c1ccccc1CN1C(=O)c2ccccc2C1=O | . | 105.2 | 115.7 | 103.9 | 90.7 | 91.2 | 101.5 | 104.3 |
| CCCS(=O)(=O)Oc1cc2oc(=O)c3c(c2cc1OC)CCCCC3 | 66.1 | 84.6 | 65.6 | 69.5 | . | 94.9 | 58.6 | 52.1 |
| CCOC(=O)c1c(Nc2ccccc2)nn2c(N)c(C#N)c(-c3ccccc3)nc12 | 68.8 | 63.9 | 68.3 | 46.8 | 62.4 | 60.1 | 58.9 | 48.5 |
| O=[N+]([O-])c1cc(C(F)(F)F)cc([N+](=O)[O-])c1N1CCCC(n2cccc2)C1 (configuration not stated) | 98.4 | 106.9 | 93.3 | 98.7 | 102.7 | 97.5 | 87.8 | 92.4 |
| CSC1=NC2C(N(C)C(=O)N2C)N1/N=C/C=C/c1ccco1 (configuration not stated) | 94.7 | 90.7 | 41.1 | 98.7 | 92.3 | 79.9 | 106.1 | 107.6 |
| O=C(O)C(=O)Nc1ncn[nH]1 | 99.4 | 107.0 | 105.6 | 113.3 | 95.0 | 94.9 | 84.4 | 92.1 |
| Cc1ccc(S(=O)(=O)Oc2ccc(Cl)cc2)cc1 | 80.8 | 107.6 | 109.8 | 79.4 | 109.5 | 100.9 | 78.2 | 92.1 |
| CCOC(=O)c1sc(-c2ccc(OS(=O)(=O)c3cccs3)c(C=O)c2)nc1C | . | -16.8* | 7.6* | -7.8* | -15.4* | -21.7* | 3.4* | 4.3* |
| COc1cc2oc(-c3cccc(C(=O)Nc4ccc(Cl)cc4)c3)cc(=O)c2c(OCCNC(=O)[C@H](CO)NC(=O)OC(C)(C)C)c1OC | -39.9* | 2.7* | 8.1* | 5.4* | -4.8* | 6.3* | 2.9* | 11.3 |
| NS(=O)(=O)c1ccc(N2CC(c3nc4ccccc4o3)CC2=O)cc1 (configuration not stated) | 103.5 | 80.1 | 94.5 | 92.5 | 100.3 | 92.3 | 93.2 | 98.8 |
| CN1CCN(CC#CCOC(=O)[C@]2(C)CC[C@]3(C)CC[C@]4(C)C(=CC[C@@H]5[C@@]6(C)CCC(=O)C(C)(C)[C@@H]6CC[C@]54C)[C@@H]3C2)CC1 | 97.5 | 102.1 | 84.9 | 62.9 | 114.3 | 80.4 | 75.4 | 80.7 |
| Cc1ccc(NC(=O)c2[nH]c(SCCN(C)C)nc2-c2ccc(F)cc2)cc1C#Cc1cnc2cccnn12 | -6.2* | -7.2* | 1.6* | 55.1 | 83.1 | 23.1 | -35.9* | -37.3* |
| COc1cc2c(cc1OC)N(CCO)C1=C(C(=O)OC1)C2c1ccccc1 (configuration not stated) | 96.3 | 108.5 | 90.1 | 94.2 | 122.0 | 100.0 | 87.1 | 86.9 |
| C(=Nc1ccc2c(c1)Cc1ccccc1-2)c1ccnc2ccccc12 | 85.7 | 97.0 | 32.3 | 69.2 | 116.1 | . | 39.0 | 50.0 |
| COc1cc(-c2cc(-c3ccc(C)cc3)nc3nc(N)[nH]c(=O)c23)ccc1Oc1ccnc2cc(Cl)ccc12 | 60.1 | 66.6 | 40.6 | 49.1 | 52.3 | 51.2 | 50.9 | 74.4 |
| OC(CN1CCC(N2CCCCC2)CC1)Cn1ccc2ccccc21 (configuration not stated) | 97.0 | 58.4 | 92.2 | 93.1 | 89.4 | 97.4 | 88.2 | 86.4 |
| CC1CCc2c(sc3nc(SCC(=O)N/N=C/c4ccc(O)cc4)n(-c4ccccc4)c(=O)c23)C1 (configuration not stated) | 104.1 | 83.7 | 99.1 | 103.5 | 88.8 | 85.9 | 96.3 | 100.4 |
| CN=S(=O)(OCCCCCOS(=O)(=NC)c1ccc(C)cc1)c1ccc(C)cc1 (configuration not stated) | 75.2 | 97.2 | 39.6 | 78.6 | 83.3 | 87.6 | . | 70.4 |
| CSc1ccc2c3c(n(CCCn4ccnc4)c(=O)c2c1)-c1ccccc1C3=O | 28.9 | 91.4 | 15.6 | -3.9* | 18.2 | 9.9* | 3.2* | 35.6 |
| CC1OC(c2cccc([N+](=O)[O-])c2)OC1C (configuration not stated) | 103.5 | 102.1 | 101.3 | 97.9 | 96.8 | 103.3 | 93.9 | 98.2 |
| Clc1cccc(-c2nc(-c3cccs3)no2)c1 | 93.7 | 81.4 | 78.3 | 86.3 | 3.4* | 36.8 | 85.7 | 101.8 |
| CC(=O)O[C@H]1CC[C@@]2(C)C(=CC[C@@H]3[C@@H]2CC[C@]2(C)c4nc5ccccc5nc4C(=O)C[C@@H]32)C1 | 70.3 | 85.9 | 63.1 | 64.6 | . | 79.2 | 46.5 | 35.2 |
| C[C@@H]1CC[C@@H]2[C@@H]1[C@H](OC(=O)/C=C/c1ccccc1)[C@]1(CCCOCCOCCOCCOC(=O)CCCC[C@@H]3SC[C@@H]4NC(=O)N[C@@H]43)C[C@@H](OC(=O)CO)[C@@]2(C)O1 | 112.1 | 105.7 | 98.2 | 97.9 | 111.0 | 102.2 | 88.3 | . |
| CCOc1ccc(/C=N/Nc2cc(C)nc3ccc(Cl)cc23)cc1 | -1.3* | 43.0 | 0.3* | -30.5* | -9.2* | 1.3* | -9.1* | -38.7* |
| CC(C)Sc1nc(-c2ccc(F)cc2)c(C#N)c(=O)[nH]1 | 100.9 | 112.0 | 95.3 | 96.8 | 101.5 | 95.4 | 97.1 | 108.7 |
| COc1ccccc1\C=N/N=C(N)/C(N)=N\N=C/c1ccccc1OC | 98.9 | 118.3 | 101.0 | 128.4 | 101.2 | 98.2 | 119.1 | 125.5 |
| COc1cc(/C=C/c2c(C(=O)O)cccc2[N+](=O)[O-])cc(OC)c1OC | 104.4 | 107.3 | 92.1 | 90.8 | 99.3 | 95.4 | 83.2 | 91.5 |
| O=C1S/C(=C\C=C\c2ccc([N+](=O)[O-])cc2)C(=O)N1c1ccc(F)cc1 | 98.4 | 88.1 | 97.7 | 112.1 | . | 95.2 | 110.0 | 89.7 |
| c1cncc(-c2nc(N3CCOCC3)c3c4c(sc3n2)CCCCCC4)c1 | 62.4 | 64.0 | 84.9 | . | 72.6 | 69.3 | 82.9 | 68.0 |
| O=C(CCCC(O)(C1CC1)C1CC1)C1CC1 | 94.3 | 105.6 | 98.6 | 96.8 | . | 97.1 | 91.5 | 102.2 |
| Cc1ccc2cccc(O)c2n1 | . | 93.1 | . | 91.6 | 120.6 | 92.5 | 88.7 | 94.4 |
| CC1(C)CC(=O)C2OC2(C)C1 (configuration not stated) | 90.2 | 122.2 | 95.1 | 105.3 | 104.0 | 95.6 | . | 97.0 |
| COc1ccc2nc(Cl)c(Cn3nnc(Cc4ccccc4)n3)cc2c1 | . | 50.7 | . | 10.3 | 29.9 | 27.9 | 22.9 | 32.9 |
| CN1CCN(Cn2nc(-c3cc(F)c(Cl)cc3Cl)n(/N=C/c3ccc(Cl)cc3)c2=S)CC1 | 123.3 | 130.6 | 126.4 | 74.0 | . | 98.8 | 12.4 | 80.5 |
| CSc1nc(NN)cc(-c2ccccc2)n1 | 93.3 | 104.1 | 89.3 | 115.2 | 112.9 | 105.2 | 111.0 | 103.3 |
| CC(=O)Oc1ccc2c(c1)Oc1cc(OC(C)=O)ccc1C21OC(=O)c2ccccc21 | 98.1 | 110.0 | 103.4 | 105.6 | 90.1 | 100.3 | . | 90.1 |
| CCOC(=O)c1cnn(CC(O)CC)c1NC(=O)NCc1cccc(F)c1 (configuration not stated) | 71.6 | 113.3 | 66.2 | 89.4 | 96.7 | 95.1 | 93.7 | 77.5 |
| CCCCC(=O)NC(c1cccnc1)c1cc(Cl)c2cccnc2c1O (configuration not stated) | 113.0 | 103.1 | 104.0 | 112.8 | 100.1 | 89.2 | 100.4 | 102.6 |
| CCCCC/C(=C\c1ccccc1)C1OC(C)CC(C)O1 (configuration not stated) | . | 104.0 | 90.1 | 75.9 | 87.6 | 102.5 | 87.0 | 87.4 |
| COc1cc2c(c(OC)c1OC)C(=O)CC(c1cccc(C(=O)Nc3cccc(Br)c3)c1)O2 (configuration not stated) | 46.8 | 63.7 | 45.0 | 48.8 | 71.0 | 68.3 | . | 49.8 |
| CCc1noc2cc(-c3ccccc3)n(C)c(=O)c12 | 93.1 | 100.8 | 90.6 | 89.6 | 91.2 | 95.7 | 82.7 | 94.6 |
| c1ccc(CCSc2ncnc3nc[nH]c23)cc1 | 82.1 | 85.2 | 92.6 | 92.4 | 49.0 | 88.3 | 52.8 | 72.4 |
| NC1=CC(=O)c2cccnc2C1=O | -25.7* | -13.5* | -24.3* | -46.4* | -50.8* | -55.5* | -27.0* | -48.4* |
| Nc1ccc(NC(=O)C(=O)O)cc1 | 108.8 | 107.2 | 105.9 | 94.5 | 95.1 | 117.8 | 98.5 | 102.0 |
| Cn1c(=O)c2[nH]c(CCCc3nc4ccccc4[nH]3)nc2n(C)c1=O | . | 95.7 | 106.8 | 104.0 | 107.9 | 109.1 | 110.6 | 107.7 |
| CN1C[C@@H]2CN(c3cccc4c3C[C@H](CN(C)[C@H]3CCCc5cccnc53)NC4)C[C@@H]2C1 | 80.1 | 70.2 | 67.6 | 78.4 | 65.3 | 66.9 | . | 68.1 |

Whole records from above. Values in the order: RPMI-8226	MDA-MB-231	CCRF-CEM	MOLT-4	MDA-MB-468	MCF7	SR	K-562
CN1C[C@@H]2CN(c3cccc4c3C[C@H](CN(C)[C@H]3CCCc5cccnc53)NC4)C[C@@H]2C1 as listed: 80.1	70.2	67.6	78.4	65.3	66.9	.	68.1
Cn1c(=O)c2[nH]c(CCCc3nc4ccccc4[nH]3)nc2n(C)c1=O as listed: .	95.7	106.8	104.0	107.9	109.1	110.6	107.7
c1ccc(CCSc2ncnc3nc[nH]c23)cc1 as listed: 82.1	85.2	92.6	92.4	49.0	88.3	52.8	72.4

Other results.
| Compound | RPMI-8226 | MDA-MB-231 | CCRF-CEM | MOLT-4 | MDA-MB-468 | MCF7 | SR | K-562 |
| --- | --- | --- | --- | --- | --- | --- | --- | --- |
| c1ccc(-c2c[nH]c3c(N4CCCCC4)ncnc23)cc1 | 71.4 | 79.2 | 64.6 | 69.1 | 94.9 | 84.8 | 46.8 | 55.9 |
| O=C1c2ccccc2-c2nccc3cc(Cl)nc1c23 | 4.1* | 78.7 | 19.4 | 26.0 | -87.2* | -59.5* | -27.8* | -6.0* |
| CCN(CC)CC(O)c1ccc(F)c2ccccc12 (configuration not stated) | 99.5 | 112.7 | 99.9 | 106.3 | 92.4 | 101.7 | 106.7 | 97.7 |
| COc1cccc(/C=C2\Oc3ccc(O)c(-c4ccccc4)c3C2=O)c1 | 83.1 | 72.1 | 81.7 | 64.8 | 78.7 | 65.9 | 56.3 | 85.4 |
| COc1cc(-c2nc(SCC(C)C)nc(Nc3ccc([N+](=O)[O-])cc3[N+](=O)[O-])c2C#N)cc(OC)c1OC | 86.5 | 78.9 | 79.7 | 71.9 | 117.7 | 93.8 | 31.0 | 66.6 |
| COc1ccc(C(C)=O)cc1S(=O)(=O)NNC(=O)c1ccncc1 | 115.6 | 91.4 | 113.3 | 105.0 | 99.1 | 95.2 | . | 99.5 |
| CCOC(=O)COc1c(OC)c(OC)cc2oc(-c3cccc(C(=O)Nc4ccc(Cl)cc4)c3)cc(=O)c12 | 38.5 | 50.7 | 31.1 | 19.8 | 68.0 | 15.7 | 18.4 | 23.2 |
| O=[N+]([O-])c1ccc(/C=C\c2ccncc2)cc1 | 103.7 | 113.1 | 110.8 | 106.3 | 89.0 | 90.5 | 111.7 | 109.6 |
| O=C(Nc1cccc2c(OC(=O)C(Cl)Cl)c(N=Nc3ccc(S(=O)(=O)Nc4nccs4)cc3)cc(N=Nc3ccc(S(=O)(=O)Nc4nccs4)cc3)c12)C(Cl)Cl | 101.9&96.3 | 91.0&77.9 | 85.2&92.0 | 99.4&80.2 | 48.4&88.7 | 74.1&74.3 | 81.4&79.8 | 67.6&94.9 |
| N#Cc1c(Cl)nc(SCc2ccccc2)nc1-c1ccc(F)cc1 | 97.2 | 78.3 | 99.7 | 98.4 | 102.7 | 97.2 | . | 88.2 |
| O=S(=O)(c1ccc(NC(=S)N2CCCCC2)cc1)N1CCCCC1 | 85.4 | 124.8 | 84.7 | 96.6 | . | 107.2 | 90.1 | 94.8 |
| CC(C(=O)NCCc1c[nH]c2ccccc12)N1C(=O)/C(=C/c2cccs2)SC1=S (configuration not stated) | 95.8 | 88.4 | 84.0 | 92.3 | 104.3 | 100.4 | 110.9 | 100.4 |
| COc1cc(/C=N/n2cnc3oc(-c4ccccc4)cc3c2=N)cc(CN2CCN(C)CC2)c1O | 95.8 | 79.3 | 66.9 | 76.4 | 91.9 | 89.3 | 35.2 | 26.3 |

Nothing new here: entries from further up.
| Compound | RPMI-8226 | MDA-MB-231 | CCRF-CEM | MOLT-4 | MDA-MB-468 | MCF7 | SR | K-562 |
| --- | --- | --- | --- | --- | --- | --- | --- | --- |
| O=C(Nc1cccc2c(OC(=O)C(Cl)Cl)c(N=Nc3ccc(S(=O)(=O)Nc4nccs4)cc3)cc(N=Nc3ccc(S(=O)(=O)Nc4nccs4)cc3)c12)C(Cl)Cl | 101.9&96.3 | 91.0&77.9 | 85.2&92.0 | 99.4&80.2 | 48.4&88.7 | 74.1&74.3 | 81.4&79.8 | 67.6&94.9 |
| N#Cc1c(Cl)nc(SCc2ccccc2)nc1-c1ccc(F)cc1 | 97.2 | 78.3 | 99.7 | 98.4 | 102.7 | 97.2 | . | 88.2 |
